Compound activity as filed in PubChem.
HepG2 tox = HepG2 cytotoxicity, counter-screen for TGF-b inhibitors; HepG2 CAGA-GFP viability, ATP luminescence, 18 h; Potency, µM (top dose mostly 46.1 µM), for inactives: at the highest dose activity change, negative = cytotoxicity, most hits filed as cytotoxic; AID 588856; 0.76% of 410,000 active; note: potency is the fitted concentration of half-maximal effect; some results filed as inactive show a strong effect at the top dose
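HepG2 CAGA-GFP cells (1000/well, DMEM with 1% FBS) received compound, then TGF-beta at 500 pg/mL final, and were incubated 18 hours at 37 degrees C. Viability was read by CellTiter-Glo luminescence. Media-only wells were set as complete cell-killing and DMSO as no toxicity.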
ATXN viability = viability counter-screen for ATXN expression inhibitors; S2 cells (HEK-293 line with an ATXN2-luciferase reporter) viability, CellTiter-Fluor protease fluorescence, 24 h; Potency, µM (titrated, usually from 56.7 µM), usual class: cytotoxic; 0.49% of 400,000 active; note: potency is the fitted concentration of half-maximal effect; nearly all actives have a fitted effect of over 40% in size
IL-1B inflam inh = blocks inflammasome-driven IL-1 beta release; activity change, % at 57.5 µM; AID 743279; 4.7% of 360,000 active; THP-1 LPS/ATP IL-1B secretion, AlphaLISA, 16 h; active compounds read low; in the data active = activity change below about -50%; inconclusive = mostly about -30% to -49%; note: % is set by controls: 0 for no effect and ±100 for the full control effect
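THP-1 cells pretreated 1 hr with compounds (up to 57.5 uM final), then stimulated with LPS (250 ng/mL final) plus ATP (1.25 mM final); secreted IL-1B measured by AlphaLISA after 16 hr, decreased signal indicating inhibition.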
HT1080NT lethal = kills 2HG-producing HT-1080-NT fibrosarcoma cells | HT-1080-NT fibrosarcoma viability, CellTiter-Glo ATP luminescence, 48 h | Potency, µM (doses to about 46.1 µM), for the others: at the top dose activity, negative = less viability, hits mostly cytotoxic | AID 686970 | 1.6% of 360,000 active;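 note: NT is the 2HG producing partner of a matched IDH1 knockdown line; potency is the fitted concentration of half-maximal effect; 0% = DMSO-treated cells and -100% = media-only wells without cells; nearly all actives have a fitted effect of over 55% in size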
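Compounds were tested in concentration-response format on HT-1080-NT cells for 48 hours at 37 degrees C. Cell viability came from CellTiter-Glo luminescence; curves were classified by r2, response magnitude and activity.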
ATXN2 expr inh = reduces ATXN2 reporter expression in HEK-293 cells; Potency, µM (series often up to 57 µM), inactives show top-dose activity change, negative = inhibition, hits mostly inhibitors; 0.72% of 360,000 active; HEK-293 ATXN2-luciferase reporter, luminescence, 24 h; AID 1745845; note: potency is the fitted concentration of half-maximal effect; % is set by controls: 0 for no effect and ±100 for the full control effect; nearly all actives have a fitted effect of over 55% in size
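ATXN2-luciferase reporter cells (luciferase flanked by upstream and downstream ATXN2 gene portions) were treated 24 h at 37 °C with compounds at up to 57 uM. SteadyGlo luminescence gave expression; GF-AFC fluorescence gave viability.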
HT1080 IDH1KD tx = toxicity to HT-1080 IDH1 knockdown cells (counter line). 2% of 360,000 active. AID 686971. Potency, µM (doses to about 46.1 µM), without a hit: at the top dose activity, negative = toxicity, most hits filed as cytotoxic. HT-1080 IDH1 knockdown viability, ATP luminescence, 48 h;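 note: potency is the fitted concentration of half-maximal effect; 0% = DMSO wells and -100% = cell-free medium wells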
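Assay cells: HT-1080 with IDH1 knockdown, 750 per well, RPMI/5% FBS. Exposure: 48 h at 37 °C following 2 h pre-incubation. Read: CellTiter-Glo luminescence; fitted concentration-response, curve class assigned.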
MCF10A rerep = inducers of DNA re-replication in MCF 10A breast cells | MCF 10A DNA re-replication, Hoechst nuclear intensity, 48 h | Potency, µM (highest dose often 46.1 µM), for the others: at the highest dose activity, positive = re-replication, usual class: activators | 2.9% of 350,000 active; note: potency is the fitted concentration of half-maximal effect; % of control where 0% means no effect; nearly all actives have a fitted effect of over 50% in size
SW480 rereplic = DNA re-replication induction in SW480 cells; SW480 DNA re-replication, Hoechst DNA content imaging, 48 h; Potency, µM (titrated, usually from 46.1 µM), for the others: at the highest dose re-replication activation, actives largely listed as activators; 1.8% of 340,000 active; AID 624297; note: potency is the fitted concentration of half-maximal effect; % of control where 0% means no effect; nearly all actives have a fitted effect of over 55% in size
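Quantitative HTS format with DMSO vehicle controls; 48 hr drug incubation at 37 C, then 40 min Hoechst staining and scanning imager measurement at 405 nm excitation.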
KB-3-1 tox = kills parental KB-3-1 adenocarcinoma cells; Potency, µM (series often up to 46.1 µM), for inactives: top-dose activity change, negative = cytotoxic, usual class: cytotoxic; KB-3-1 viability, CellTiter-Glo ATP luminescence, 72 h; 1.4% of 400,000 active; note: potency is the fitted concentration of half-maximal effect; % is set by controls: 0 for no effect and ±100 for the full control effect; nearly all actives have a fitted effect of over 60% in size
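Screening of KB-3-1 cells (DMEM, 10% FBS, phenol-red free) ran from lowest to highest compound concentration; after 72 h at 37 °C viability was read luminescently and curves fitted.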
Starred values were filed as active, the others as inactive; i = inactive; ? = inconclusive; · = not tested or not shown; & = joins results of further samples; [ ] = remark or other dose. Unless noted, calls come from the whole dose curve; as a rule, active = well fitted curve in the direction sought with a large enough effect; inconclusive = small, poorly fitted or top-dose-only effect, or another doubt; inactive = no such curve, though single readings can be large; an effect the other way counts as inactive or inconclusive.

SMILES | HepG2 tox | ATXN viability | IL-1B inflam inh | HT1080NT lethal | ATXN2 expr inh | HT1080 IDH1KD tx | MCF10A rerep | SW480 rereplic | KB-3-1 tox
CC(C)N1CCN(Cc2nc3c(s2)CCCC3)CC1CCO (configuration not stated) | -29% | i | 30 | 0% | 5% | -1% | 0% | -6% | -2%
COc1cccc(C(=O)Oc2ccccc2/C=C\C(=O)c2cc3ccccc3o2)c1 | -60% | ? | -95* | 18µM* | ? | 21µM* | 0.58µM* | ? | ?
CCOC(=O)c1cc(-c2ccc3c(c2)OCCO3)nc2c1c(C)nn2CCC#N | -3% | i | 0 | -9% | -8% | -3% | 12µM* | ? | -17%
O=C(c1cccnc1)N1CCN(S(=O)(=O)c2cccc(Cl)c2)CC1 | -10% | i | i | -1% | 4% | 0% | 4% | -15% | -6%
O=C(NC(=S)Nc1cnc2ccccc2c1)c1ccccc1 | -62% | i | 1 | 0% | 28% | -2% | -4% | -6% | 0%
CC(=O)NCCc1nc2ccccc2n1CCc1ccccc1 | -3% | i | -13 | 0% | -12% | -3% | 5% | 6% | -24%
c1ccc(C2C3=C(Nc4ncnn42)c2ccccc2CCC3)cc1 (configuration not stated) | -5% | i | -3 | -4% | 0% | -26% | ? | -11% | -5%
COc1ccccc1CNS(=O)(=O)c1ccc2c(c1)CCCN2C(C)=O | -15% | i | 43 | -1% | 6% | 5% | 13% | -3% | -5%
Cc1cc(C)c(NC(=O)Nc2ccccc2)c(Cl)c1 | 1% | i | 14 | 18% | 7% | 17% | -4% | ? | 0%
Cc1ccc2c(c1)-c1c(cnn1CC(=O)N1CCN(c3cccc(C(F)(F)F)c3)CC1)CO2 | -4% | i | · | · | -20% | · | · | · | -8%
O=C(CN1C(=O)NC2(CCCCC2)C1=O)Nc1cccc(S(=O)(=O)N2CCOCC2)c1 | -4% | i | 77 | 0% | · | 0% | 5% | -10% | -6%
CC1=C(C(=O)N2CCOCC2)CC(CC(=O)NCCCCc2ccccc2)C(=O)N1Cc1ccc(F)cc1 (configuration not stated) | 1% | ? | 25 | 5% | 3% | 5% | · | · | 2%
COc1ccc(-c2nc(CS(=O)CC(=O)NC3CCCCCC3)c(C)o2)cc1 (configuration not stated) | 3% | i | -5 | -4% | -2% | 1% | 1% | 3% | -2%
CCOc1ccc(C)cc1S(=O)(=O)n1ccc(C)n1 | 2% | i | -5 | 14% | 8% | 1%[9.24 µM] | 0% | -7% | 2%
CCCCNC(=O)n1c(SC)nc2ccccc21 | 1% | i | 0 | 2% | -1% | 2% | ? | -1% | 2%
CC(=O)Nc1ccc(S(=O)(=O)NCC2CC3CCC2C3)cc1 (configuration not stated) | -23% | i | 18 | 0% | -21% | -5% | ? | 1%[1.84 µM] | -14%
COC(=O)c1cc(S(=O)(=O)NCC2CCN(Cc3cc(C)ccc3C)CC2)c[nH]1 | -21%&-22% | i | -18 | -10% | 2%&-15% | -9% | -3% | -1% | ?
CCCN(CCC)C(=O)Cc1ccc(F)cc1 | 1% | i | -9 | -5% | · | -2% | -8% | -18% | 10%
CCN(CC)C(=O)C(=O)c1cc(C)n(-c2ccc(F)cc2)c1C | 12% | i | -4 | 19% | -9%[11.3 µM] | 13% | 9% | 0% | 17%
COc1ccc(C2CC(c3cccc(OC)c3OC)n3nnnc3N2)cc1 (configuration not stated) | -2% | i | 7 | 1% | 8% | 11% | -190%[0.0737 µM] | -3% | 18%
CC(C)(C)C(=O)CNCC(=O)C(C)(C)C | 9% | i | 81 | 0% | 23% | 5% | 9% | 0% | ?
CC(C)c1ccc(/C=N/N2CCCCC2)cc1 | 60% | i | 2 | 2% | 13% | -1% | -37%[inhibitor] | -71%[inhibitor] | 0%
O=C1c2ccccc2C(=O)N1COc1ccc(S(=O)(=O)N2CCOCC2)cc1[N+](=O)[O-] | 0% | i | -5 | 19% | -4% | 13% | 2% | 2% | -2%
Cc1ccc(C(=O)OCn2ncc(Cl)c(Cl)c2=O)cc1 | -103% | · | -99* | 5.8µM* | ? | 5.2µM* | 3.7µM* | ? | 4.6µM*
Cc1ccc(S(=O)(=O)N(CC(=O)N2CCC(C(N)=O)CC2)Cc2ccc(F)cc2)cc1 | 3% | i | 5 | 1% | -3% | -3% | -4% | 12% | -8%

Exported as tab-separated lines: entries from further up
canonical_smiles	HepG2 tox	ATXN viability	IL-1B inflam inh	HT1080NT lethal	ATXN2 expr inh	HT1080 IDH1KD tx	MCF10A rerep	SW480 rereplic	KB-3-1 tox
CC1=C(C(=O)N2CCOCC2)CC(CC(=O)NCCCCc2ccccc2)C(=O)N1Cc1ccc(F)cc1 (configuration not stated)	1%	?	25	5%	3%	5%	·	·	2%
CCCCNC(=O)n1c(SC)nc2ccccc21	1%	i	0	2%	-1%	2%	?	-1%	2%
COc1cccc(C(=O)Oc2ccccc2/C=C\C(=O)c2cc3ccccc3o2)c1	-60%	?	-95*	18µM*	?	21µM*	0.58µM*	?	?
COC(=O)c1cc(S(=O)(=O)NCC2CCN(Cc3cc(C)ccc3C)CC2)c[nH]1	-21%&-22%	i	-18	-10%	2%&-15%	-9%	-3%	-1%	?

(next part)
SMILES | HepG2 tox | ATXN viability | IL-1B inflam inh | HT1080NT lethal | ATXN2 expr inh | HT1080 IDH1KD tx | MCF10A rerep | SW480 rereplic | KB-3-1 tox
CCCCn1c(N)c(N(CC(C)C)C(=O)Cc2ccc(S(=O)(=O)N3CCOCC3)s2)c(=O)[nH]c1=O | 0% | i | 12 | -6% | 5% | 14% | -4% | -5% | 15%
Cc1ccc(-c2oc3ncnc(N)c3c2-c2ccc(C)cc2)cc1 | 13% | i | -13 | -4% | -11% | -2% | 9% | -10% | -2%
CCOC(=O)N1CCc2c(sc3ncn(C)c(=O)c23)C1 | -42% | i | · | 26% | 10% | 18% | ? | 3% | 3%
C[C@@H](CN1CCC[C@H]1CN1C(N)=NC[C@@H]1Cc1ccccc1)N1C[C@@H](Cc2ccccc2)N(CCc2ccc(Cl)c(Cl)c2)C1=N | 4% | i | -66* | 6% | -1% | -6% | -10% | -2% | ?
COc1ccc(N2CCN(c3ncnc4c3nnn4Cc3ccccc3Cl)CC2)cc1 | -2% | i | -7 | 12% | -11% | 24% | 1% | 1% | -9%
CC1CC(C)CN(C(=O)Nc2ccc(Br)cc2)C1 (configuration not stated) | -1% | i | ? | 4% | 9% | 8% | -10% | 18% | -3%
CCCCN(C)Cc1c(O)ccc2c(=O)c(-c3ccccc3OC)coc12 | 8% | i | 9 | 33% | -1% | 9% | -5% | 0% | 2%
Cc1onc(-c2ccccc2)c1CNC(=O)Nc1ccc(C(F)(F)F)cc1 | -23% | i | · | -20% | -36% | ? | ? | -12% | ?
O=C(Cc1cc(=O)[nH]c(=O)[nH]1)N1CCN(C(=O)c2ccco2)CC1 | 3% | i | 19 | 3% | 2% | 16% | 15% | -9% | ?
CC(=O)N1c2ccc(S(=O)(=O)N3CCCC3)cc2CC1C(=O)NCc1ccc(OC(C)C)cc1 (configuration not stated) | 5% | i | 4 | -1% | 16% | 6% | 11% | 0% | 5%
Cc1cc(C)cc(NC(=S)N2CCN(c3ccc(F)cc3)CC2)c1 | -21% | i | 1 | 10% | 21% | 9% | -1% | 0% | 2%
Clc1cccc(-c2nc(-c3ccc(-c4nn[nH]n4)cc3)no2)c1 | 2% | i | · | · | 58%[activator] | · | -5% | -4% | 3%
COc1ccc2c(c1)[N+](C)(C)C(C)(C)C=C2C | -4% | i | 42 | 0% | · | 2% | 14% | -3% | 4%
O=C(COc1ccccc1)Nc1nc2c(s1)CCCC2 | 0% | i | -20 | -9% | 46%[activator] | -16% | 6% | -4% | ?
CCOC(=O)c1cnc2c(C)c(Cl)ccc2c1NCCCN1CCOCC1 | -3% | ? | ? | 8% | · | 8% | -1% | 20% | -3%
CCc1nc2c(OCc3ccc(C(=O)N(C)C)cc3)cccn2c1N(C=O)Cc1ccccc1 | 5% | i | -21 | 6% | 0% | 0% | · | · | 0%
O=C1OC(Cc2ccccn2)C(=O)C1=C1SCCS1 (configuration not stated) | -2% | i | 1 | -3% | 19% | 2% | 0% | -4% | 7%
Cc1onc(-c2ccccc2)c1C(=O)OCC(=O)N(C)c1ccccc1 | -1% | i | 10 | -8% | -4% | -5% | 1% | 6% | -1%
Cc1ccc(-c2nn(-c3ccccc3)cc2C(=O)Nc2ccc(C)c(S(=O)(=O)N3CCOCC3)c2)cc1 | 9% | i | -7 | 6% | 6% | 0% | 0% | -1% | -7%
O=C1NC(c2ccc(Br)cc2)=N/C1=C/c1ccco1 | 5% | i | 13 | -14% | 21% | -23% | ? | ? | -14%
O=C1CCC(CCC(=O)N2CCCC(C(=O)c3ccc(Cl)cc3)C2)=NN1 (configuration not stated) | -15% | i | -21 | -5% | · | -3% | 2% | 10% | -4%
CCN(CC(=O)Nc1c(F)cccc1F)C(=O)COc1cccc2c1OC(C)(C)C2 | -1% | i | 11 | 7% | 2% | -5% | 6% | -149%[inhibitor] | -1%
COc1ccc(-c2ccc(SCC(=O)N3CCN(c4ccccc4)CC3)nn2)cc1 | 12% | i | 12 | 16% | 4% | 20% | 0% | 5% | 0%
COc1ccccc1CNC(=O)CNCCc1ccc(OC)c(OC)c1 | 0% | i | ? | 1% | 1% | 5% | -6% | 16% | 4%
Cc1oc2c(C)c3oc(=O)c(CCC(=O)NCCCCCC(=O)O)c(C)c3cc2c1C | 8% | i | -3 | -1% | 3% | 8% | -4% | -10% | 12%
CCOc1cc(OCC)nc(S(C)(=O)=O)n1 | -1% | ? | 0 | 21% | 0% | 14% | ? | 156% | 14%
Cc1cc(C)c(OCC(=O)Nc2nc3ccccc3[nH]2)c(C)c1 | -2% | ? | -13 | 1% | -8% | 2% | 0.82µM* | -29% | -6%
COc1ccc(/C=C(\C#N)C(=O)OCC(=O)NCc2ccccc2OC)cc1 | -2% | i | 9 | -10% | -5% | -23% | -1% | -42%[inhibitor] | -3%
CC1(c2cccc(Br)c2)NC(=O)N(CC(=O)Nc2ccc3c(c2)OCO3)C1=O (configuration not stated) | -16% | i | -20 | -4% | · | -32% | 3% | -4% | -3%
